Compound activity (PubChem BioAssay)
Menin-MLL TR inh – displaces Texas Red mutant MLL peptide from human menin; 270,000 compounds, 0.23% hits; O00255; AID 1768; Menin + Texas Red MLL mutant peptide, fluorescence polarization; Potency, µM (top dose mostly 61.6 µM), inactives show at the highest dose FP activity change, negative = inhibition, most hits filed as inhibitors; active = well fitted inhibition curve with a large enough effect in the polarisation, with a control signal flat, not every such curve was filed as active; inconclusive = small, poorly fitted or top-dose-only effect, or effect the other way, or a change in a side signal; inactive = no such curve, though single readings can be large or run the other way; the % refers to the polarisation; note: potency is the fitted concentration of half-maximal effect; % of control where 0% means no effect; many of its hits are not listed in these tables
TCR act – activates T cell receptor signaling; 330,000 tested, under 10 active; AID 504894; Potency, µM (highest dose often 9.22 µM), inactives show at the top dose activation of IL-2 secretion, hits mostly activators; primary human leukocytes, anti-CD3, IL-2 HTRF, 48 h; note: % of control where 0% means no effect
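Activity was scored as IL-2 release from primary human leukocytes given only a TCR signal (a-CD3 beads) plus compound for 48 hr. Detection used a two-antibody HTRF format read at 665nm.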
Integrin act MD – activates integrin-mediated alleviation for muscular dystrophy; alpha7betagal myoblasts, beta-gal FDG fluorescence, 48 h; Potency, µM (highest dose often 38.3 µM), inactives show top-dose activation, actives largely listed as activators; 350,000 compounds, 0.064% hits; AID 624291;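 note: potency is the fitted concentration of half-maximal effect; 100% = response of the positive control SU9516; nearly all actives have a fitted effect of over 60% in size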
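alpha7betagal+/- myoblasts (passage 13, 250/well) treated 48 h at 37C with compounds at 1:260 dilution of DMSO stock. Lysed, then beta-galactosidase activity read as FDG fluorescence (ex 480/em 540) after 30 min, with pre-read for autofluorescence.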
S-ASM inh – blocks human secretory acid sphingomyelinase; Potency, µM (top dose mostly 57.5 µM), for the others: at the top dose activity change, negative = inhibition, most hits filed as inhibitors; AID 504937; 340,000 compounds, 0.006% hits; placental ASM, HMU-PC fluorogenic substrate, 60 min; note: potency is the fitted concentration of half-maximal effect
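Human placenta-derived ASM preincubated with compound 10 min at room temperature, then reacted with 9 uM (final) fluorogenic HMU-PC substrate for 60 min at 37 C. Stop solution raises pH to 10; fluorescence read at Ex 386/Em 447 nm.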
Mito fusion yeast – inhibitors of mitochondrial division or activators of mitochondrial fusion | Potency, µM (top dose mostly 46.1 µM), without a hit: top-dose growth rescue (activation), usual class: activators | 320,000 compounds, 0.23% hits | S. cerevisiae fusion-defective mutant growth rescue, CellTiterGlo 48 h;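 note: potency is the fitted concentration of half-maximal effect; % of control where 0% means no effect; nearly all actives have a fitted effect of over 45% in size; temperature-sensitive fusion mutants such as fzo1-1 at 37 °C on non-fermentable ethanol glycerol medium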
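Compounds are tested for their ability to restore growth of mitochondrial fusion-defective yeast strains at non-permissive 37C in YPEG medium over 48 hours. Viability is quantified by luciferase luminescence.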
CXXC DNA block – blocks binding of human MLL CXXC domain to DNA; AID 2662; Q03164; 290,000 compounds, 0.037% hits; MLL-CXXC / FITC-HOXA9 DNA fluorescence polarization; Potency, µM (doses to about 115 µM), for inactives: at the highest dose activity change, negative = inhibition, usual class: inhibitors; active = well fitted inhibition curve with a large enough effect in the polarisation, with a control signal flat, not every such curve was filed as active; inconclusive = small, poorly fitted or top-dose-only effect, or effect the other way, or a change in a side signal; inactive = no such curve, though single readings can be large or run the other way; the % refers to the polarisation; note: potency is the fitted concentration of half-maximal effect
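Fluorescence polarization: 7 uM MLL-CXXC (stock) preincubated 5 min with compounds, then 50 nM fluorescein-HOX-A9 DNA (stock) added; 30 min ambient. Buffer 50 mM Tris-HCl pH 7.5, 50 mM NaCl, 1 mM DTT, 0.05% BSA.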
A-T KAP1 phos – potential ataxia-telangiectasia treatments restoring KAP-1 phosphorylation. […] A-T fibroblasts, KAP-1 phosphorylation AlphaLISA; neocarzinostatin DNA damage 30 min before lysis. 320,000 compounds, 0.19% hits. Potency, µM (series often up to 57.5 µM), for the others: top-dose activation, most hits filed as activators; note: potency is the fitted concentration of half-maximal effect; % of control where 0% means no effect; nearly all actives have a fitted effect of over 45% in size
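ATM-like activity read as KAP-1 phosphorylation via AlphaLISA donor/acceptor antibody pairs after lysis and 6 hr at 25C. Cells were ATM-null patient fibroblasts ([…], hTERT), dosed 60 min, then exposed to the DSB inducer NCS for 30 min.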
TSHR antagonist – blocks TSH signaling through the human TSH receptor; activity change, negative = inhibition, % at 11.5 µM; P16473; TSHR-expressing cells, TSH-stimulated cAMP HTRF, 2 h; active compounds read low; 330,000 compounds, 0.2% hits;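 active = activity change below a set negative limit, meaning inhibition stronger than a set level, cut at about -70% in these data; inconclusive = activity change between two set negative limits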; note: % is set by controls: 0 for no effect and ±100 for the full control effect
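Freshly harvested TSHR cells receive pin-tooled compound, then EC80 TSH at 4nM final. After 2 hours at 37 deg C, antibody in lysis buffer and cAMP-d2 are added; 30 minutes at ambient temperature precede the HTRF read.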
PTAP TSG101 blk – blocks PTAP/TSG101 interaction to inhibit HIV-1 budding. Q99816. Fluorescence polarization, FITC-PTAP peptide / Tsg101 binding. Potency, µM (top dose mostly 115 µM), for inactives: at the highest dose activity change, negative = inhibition, most hits filed as inhibitors. 340,000 tested, under 10 active. AID 493005; active = well fitted inhibition curve with a large enough effect in the main read-out, with a control signal flat, not every such curve was filed as active; inconclusive = small, poorly fitted or top-dose-only effect, or effect the other way, or a change in a side signal; inactive = no such curve, though single readings can be large or run the other way; note: potency is the fitted concentration of half-maximal effect; % of control where 0% means no effect
Target sequence (Q99816 whole entry, looked up): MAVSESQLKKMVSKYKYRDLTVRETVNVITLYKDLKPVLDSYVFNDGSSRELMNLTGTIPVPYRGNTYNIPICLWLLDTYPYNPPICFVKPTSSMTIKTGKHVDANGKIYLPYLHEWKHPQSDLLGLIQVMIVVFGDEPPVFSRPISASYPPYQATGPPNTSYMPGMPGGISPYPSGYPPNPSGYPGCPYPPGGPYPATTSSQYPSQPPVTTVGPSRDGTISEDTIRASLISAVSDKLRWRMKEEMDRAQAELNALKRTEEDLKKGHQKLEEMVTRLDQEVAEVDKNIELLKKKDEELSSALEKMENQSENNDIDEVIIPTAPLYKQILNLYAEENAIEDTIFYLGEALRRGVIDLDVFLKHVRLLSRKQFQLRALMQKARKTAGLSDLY
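FP read-out: FITC-PTAP peptide, 50 nM final, binding Tsg101 binding domain, 10 uM final; 20 min, r.t.; 10 mM HEPES pH 7.5, 0.15 M NaCl, 0.01% Tween 20, 3 mM EDTA, 0.1 mM TCEP.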
MBNL1-CUG inh – blocks human MBNL1 binding to CUG repeat RNA; AID 2675; Q9NR56; TR-FRET MBNL1-His/biotin-(CUG)12 binding, 665/545 ratio; Potency, µM (doses to about 57.5 µM), without a hit: at the top dose activity change, negative = inhibition, usual class: inhibitors; 280,000 compounds, 0.036% hits; active = well fitted inhibition curve with a large enough effect in the signal ratio, with a control signal flat, not every such curve was filed as active; inconclusive = small, poorly fitted or top-dose-only effect, or effect the other way, or a change in a side signal; inactive = no such curve, though single readings can be large or run the other way; the % refers to the signal ratio; note: potency is the fitted concentration of half-maximal effect; % is set by controls: 0 for no effect and ±100 for the full control effect
Target sequence (Q9NR56 whole entry, looked up): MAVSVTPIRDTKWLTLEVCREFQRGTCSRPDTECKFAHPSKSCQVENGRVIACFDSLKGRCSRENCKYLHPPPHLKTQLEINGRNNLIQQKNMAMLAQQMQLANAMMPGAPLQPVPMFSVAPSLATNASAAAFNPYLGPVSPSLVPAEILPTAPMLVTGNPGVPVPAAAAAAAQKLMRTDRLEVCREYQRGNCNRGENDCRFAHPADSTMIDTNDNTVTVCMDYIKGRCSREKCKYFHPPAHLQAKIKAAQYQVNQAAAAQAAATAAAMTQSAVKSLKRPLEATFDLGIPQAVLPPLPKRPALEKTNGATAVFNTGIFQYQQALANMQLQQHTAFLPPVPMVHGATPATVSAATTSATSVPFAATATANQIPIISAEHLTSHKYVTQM
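Ratiometric TR-FRET (665 over 545 nm, excitation 340 nm) tracks disruption of MBNL1-His/biotin-(CUG)12 complex after 60 min at room temperature, with compounds at 92 nM to 58 uM final.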
An asterisk follows results filed as active; ? = inconclusive; . = no result given; [ ] = remark or other dose. Unless noted, calls come from the whole dose curve; as a rule, active = well fitted curve in the direction sought with a large enough effect; inconclusive = small, poorly fitted or top-dose-only effect, or another doubt; inactive = no such curve, though single readings can be large; an effect the other way counts as inactive or inconclusive.

Structure	Menin-MLL TR inh	TCR act	Integrin act MD	S-ASM inh	Mito fusion yeast	CXXC DNA block	A-T KAP1 phos	TSHR antagonist	PTAP TSG101 blk	MBNL1-CUG inh
Cc1ccc(-c2cc(-c3c(C)nn(C)c(=O)c3N)[nH]n2)cc1	.	-4%	0%	-2%	-1%	0%	-2%	-4	0%	?
COc1ccc(OCC(=O)NNC(=O)c2cccs2)cc1	17%	-7%	21%	0%	-2%	8%	-1%	-6	-1%	1%
O=C(NC(CSC(=O)c1ccccc1)C(=O)O)OCc1ccccc1 (stereo not drawn)	.	-5%	1%	6%	.	.	.	.	1%	.
O=C(O)c1ccc(NC(=O)c2ccccc2NC(=O)c2cccc(F)c2)cc1	18%	.	-13%	3%	4%	4%	-2%	-8	-1%	-3%
CC(C)(C)[C@@H]1COC(=O)[C@H](Cc2ccc(F)cc2)C/C=C\C[C@@H](CC(=O)NCCO)C(=O)N1	.	-7%	-4%	4%	.	.	1%	-18	.	.
CCOC(=O)c1c(C)[nH]c(C(=O)OCC(=O)N(C)C2CCS(=O)(=O)C2)c1C (stereo not drawn)	10%	0%	14%	0%	-1%	1%	5%	4	-7%	-1%
Cc1ccc(/C=[N+](/C)[O-])cc1	-6%	.	1%	4%	7%	6%	4%	6	0%	2%
CC(=O)c1ccc(-c2ccc(C(=O)NC3CC(C)(C)NC(C)(C)C3)o2)cc1	.	4%	-46%[inhibitor]	43%	0%	.	3%	-3	1%	.
Cn1c(Cn2c(=O)sc3ccccc32)nnc1SCC(=O)N1CCCCCC1	-7%	-1%[46.1 µM]	1%	-3%	-4%	-1%	0%	2	0%	-4%
COCCn1c(N2CCN(c3ccc(OC)cc3)CC2)nc2c1c(=O)[nH]c(=O)n2C	-14%	4%	-2%	2%	-1%	6%	9%	-8	0%	-4%
N[C@H](C(=O)O)c1cc(O)cc(O)c1	1%	.	.	.	?	27%	.	14	.	.
O=C(NCCCc1nc2ccccc2[nH]1)c1ccc(F)cc1	-8%	4%	5%	6%	6%	-4%	6%	15	-3%	.
CC12CCC(C(=O)n3c1nc1ccccc13)C2(C)C (stereo not drawn)	-19%	4%	14%	1%	-1%	2%	4%	-4	-7%	5%
COc1ccc(S(=O)(=O)n2[nH]c(=O)c(CCO)c2C)cc1	2%	4%	-14%	1%	6%	?	4%	33	2%	-14%
O=C(COC(=O)C1C2CC3OC(=O)C1C3C2)Nc1ccc(F)cc1 (stereo not drawn)	0%	-3%	-9%	1%	-4%	2%	-4%	-2	-1%	-7%
Cc1ccc(C(=O)COC(=O)C2CC3CCCC(C2)C3=O)cc1[N+](=O)[O-] (stereo not drawn)	.	1%	1%	-2%	-5%	.	-3%	9	-3%	.
Cc1cc(=O)n2nc(N3CCCC(C(=O)N4CCN(C)CC4)C3)sc2n1 (stereo not drawn)	-14%	1%[46.1 µM]	-5%	1%	2%	5%	1%	-3	1%	-3%
CCOC(=O)CN(C(=O)CNC(=O)c1ccco1)C(C(=O)NC1CCCCC1)c1cccnc1 (stereo not drawn)	7%	-2%	-26%	-1%	-2%	-1%	8%	-5	0%	-2%
Cc1nnc(N(C(=O)c2cnccn2)c2ccccc2)s1	19%	-1%	23%	-2%	-2%	9%	-2%	-5	-1%	-9%
Cn1c(Cc2ccccc2)nnc1SCC(=O)NC1CCCC1	.	-14%	-14%	0%	-2%	0%	-2%	11	1%	-17%
OC(Cn1cncn1)(c1ccccc1)c1ccccc1	-18%	5%	4%	0%	4%	4%	-1%	-3	-7%	-3%
NC(=S)Cc1ccccc1Cl	.	4%	-18%	1%	-3%	-7%	0%	13	3%	-6%
COc1cccc(-n2c(SCC(=O)Nc3nccs3)nnc2-c2ccoc2C)c1	-22%	3%[46.1 µM]	3%	6%	-3%	3%	-1%	-3	-10%	1%
CC1(c2nnc(-c3cccc(Cl)c3)o2)CC(c2cccc(F)c2)=NO1 (stereo not drawn)	.	-5%	11%	-7%	.	.	.	.	-6%	.
Cc1ccc(Nc2nc(N)c([N+](=O)[O-])c(NCc3ccccc3)n2)cc1	.	-6%	-16%	?	3%	6%	4%	0	-2%	3%
O=C(Nc1ccccc1)c1ccc(-c2ccccc2C(F)(F)F)o1	14%	-5%	-8%	-10%	?	6%	-6%	5	.	-7%
CCn1c(=N)n(CC(O)COc2cccc(C)c2)c2ccccc21 (stereo not drawn)	?	0%	-43%	-2%	7%	14%	10%	18	-4%	-4%
S=C(Nc1ccccc1)N1CCC(C2CCN(C(=S)Nc3ccccc3)CC2)CC1	.	-4%	0%	-3%	-21%	-5%	-11%	8	0%	4%
Cc1ccc(C(=O)C2CCOC(C)(C)C2)cc1 (stereo not drawn)	-1%	-2%	-7%	3%	0%	10%	-4%	-14	0%	0%
CCn1cc(C(=O)N2CCc3ccccc3C2)c(=O)c2cc(S(=O)(=O)N3CCCCC3)ccc21	-1%	1%[46.1 µM]	.	.	5%	-3%	3%	8	.	4%[11.5 µM]
COc1cccc(C(=O)NNC(=O)C(=O)N2CCCCC2)c1	-5%	3%	5%	-1%	5%	10%	6%	6	-5%	-3%
CC(=O)NCCCC(=O)NN1C(=S)N(Cc2ccccc2)C(=O)C1CC(=O)Nc1cccc(C)c1 (stereo not drawn)	23%	1%	?	-5%	0%	2%	1%	-1	-1%	-3%
CCC1=C2CC[C@H]3C(=O)N(CC(=O)OC)C(=O)[C@H]3[C@H]2[C@@]2(C)C(=NCC(=O)OC)OC(=O)N2C1=O	-1%	7%	4%	1%	6%	1%	35%	0	-7%	-12%
Fc1ccc2nc(Nc3nc4c(F)cccc4s3)sc2c1	?	-2%[46.1 µM]	-25%	61%[activator]	14%	?	1%	-14	0%	85%[activator]
CC1(C)C/C(=N/Nc2ccc([N+](=O)[O-])cc2[N+](=O)[O-])C(C)(C)O1	.	2%	-1%	-6%	.	.	.	.	-4%	.
CC1(C)CC(=O)C=C(N2CCNCC2)C1	3%	-7%	3%	4%	2%	1%	10%	-5	-3%	-9%
Nc1nc(SCc2c(F)cccc2Cl)[nH]c(=O)c1-c1ccccc1	-14%	0%	-2%[7.66 µM]	2%	1%	1%	.	20	-1%	-8%
CC(C)C1Cc2c(sc3c2c(=O)n(Cc2ccccc2)c2nncn32)CO1 (stereo not drawn)	9%	2%	-34%	-17%	11%	0%	.	17	-3%	-8%
CCOC(=O)N1CCC(NC(=O)c2cc(C(=O)Nc3ccc(OCC)cc3)ccc2CO)CC1	-4%	-4%	-6%	0%	1%	17%	2%	2	0%	-10%
CCc1ccccc1N(C(=O)CCC(=O)Nc1cc(C)on1)C(C(=O)NC1CCCC1)c1ccco1 (stereo not drawn)	-15%	-4%	-18%	0%	3%	13%	3%	-6	-10%	7%
Cc1nn(-c2ccccc2)c(N2CCCC2)c1/C=N/NC(=O)c1cc(-c2cccs2)nc2ccccc12	-15%	-5%[46.1 µM]	20%	-3%	-4%	11%	-2%	-2	0%	27%
COc1cc(/C=C2\SC(=S)N(NC(=O)c3ccc(O)cc3)C2=O)ccc1O	?	-5%	-6%	?	-12%	?	-13%	-13	7%	?
COc1ccc(-c2nc(CSCC(=O)NC3CCN(Cc4ccccc4)CC3)c(C)o2)cc1OC	-17%	2%	-7%	1%	-5%	-7%	-5%	1	0%	1%
COC(=O)c1ccc(C2/C(=C(/O)c3ccc4c(c3)CC(C)O4)C(=O)C(=O)N2Cc2ccncc2)cc1 (stereo not drawn)	.	1%	-25%	1%	2%	8%	8%	1	0%	15%
Cc1ccc(-c2cc(=O)c3ccc(Cl)cc3[nH]2)cc1	-9%[94.6 µM]	-2%	5%	8%	-2%	-26%	0%	-10	-4%	-10%
O=c1c2c(ncn1Cc1ccccc1)nc1n2CCC1	-1%	-1%[46.1 µM]	7%	3%	-1%	-6%	-3%	11	1%	-12%

Only part of the results is shown; the hit share may differ from the screen's.
